Screening results (PubChem BioAssay)
CCT chaperon mod: modulators of cytosolic chaperonin (CCT/TRiC) activity; purified chaperonin ATPase assay, HTRF ADP detection, 30 min; activity change, % (no concentration beside the values), hits read low; hit rate 0.3% among 360,000; AID 651819; in the data active = activity change below about -30%; also: % is scaled to controls: 0 for no effect and ±100 for the full control effect
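ATPase activity: ADP formed was measured by HTRF Transcreener (665/615 nm ratio) after 30 min at 37 deg C with 10 uM ATP. Compounds screened at one 76 uM concentration against 40 or 20 nM TRiC in Tris pH 7.4/KCl/MgCl2/DTT buffer.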
EPAC2 antag: antagonists of human EPAC2; Q8WZA2; Potency, µM (doses to about 114 µM), without a hit: top-dose activity, negative = inhibition, hits mostly inhibitors; hit rate 0.18% among 360,000; EPAC2 GEF exchange of Rap1B-BODIPY-GDP, fluorescence; AID 720708; also: potency is read from the fitted curve at half-maximal effect; % is scaled to controls: 0 for no effect and ±100 for the full control effect; nearly all actives have a fitted effect of over 45% in size; many of its hits are not listed in these tables
EPAC1 ag: activates human EPAC1 exchange factor; O95398; EPAC1 agonist qHTS, biochemical assay; response scale: 100% = response to 6.5 mM cAMP; Potency, µM (doses to about 154 µM), without a hit: at the highest dose activation, hits mostly activators; hit rate 0.073% among 360,000; AID 720707; also: potency is read from the fitted curve at half-maximal effect; nearly all actives have a fitted effect of over 60% in size
Target sequence (O95398 whole entry, looked up): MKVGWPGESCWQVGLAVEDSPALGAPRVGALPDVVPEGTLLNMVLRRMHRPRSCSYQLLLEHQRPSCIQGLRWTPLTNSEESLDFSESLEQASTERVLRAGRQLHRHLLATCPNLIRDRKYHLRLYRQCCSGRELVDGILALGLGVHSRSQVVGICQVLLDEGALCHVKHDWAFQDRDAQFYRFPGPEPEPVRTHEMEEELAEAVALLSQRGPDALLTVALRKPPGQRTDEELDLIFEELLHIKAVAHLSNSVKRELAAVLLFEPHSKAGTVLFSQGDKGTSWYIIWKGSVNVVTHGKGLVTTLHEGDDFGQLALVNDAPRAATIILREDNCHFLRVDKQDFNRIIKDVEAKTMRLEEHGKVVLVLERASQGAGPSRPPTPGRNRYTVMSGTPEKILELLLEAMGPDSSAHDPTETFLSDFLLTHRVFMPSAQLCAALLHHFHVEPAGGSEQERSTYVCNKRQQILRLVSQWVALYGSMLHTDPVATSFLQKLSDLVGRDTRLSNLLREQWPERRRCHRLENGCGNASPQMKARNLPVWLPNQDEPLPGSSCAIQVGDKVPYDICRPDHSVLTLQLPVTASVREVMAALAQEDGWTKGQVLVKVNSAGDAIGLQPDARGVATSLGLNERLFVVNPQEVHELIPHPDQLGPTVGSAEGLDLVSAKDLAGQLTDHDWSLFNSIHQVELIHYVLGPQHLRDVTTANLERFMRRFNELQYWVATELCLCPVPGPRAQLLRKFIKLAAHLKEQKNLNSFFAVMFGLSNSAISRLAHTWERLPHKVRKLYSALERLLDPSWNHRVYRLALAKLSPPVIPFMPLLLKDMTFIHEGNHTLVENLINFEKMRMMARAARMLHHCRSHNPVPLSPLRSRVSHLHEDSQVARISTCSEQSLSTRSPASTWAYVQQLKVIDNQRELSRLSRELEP
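Nucleotide exchange assay: 100 nM EPAC1 with 250 nM Rap1B loaded with BODIPY-GDP and 50 uM GDP, room temperature. Fluorescence (480/540 nm) read every 5 min for 30 min; signal change normalized to 6.5 mM cAMP as full agonist.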
EPAC1 antag: EPAC1 (human) antagonism; O95398; EPAC1 GEF assay, Rap1b-BODIPY-GDP exchange fluorescence; Potency, µM (top dose mostly 115 µM), without a hit: at the top dose activity change, negative = inhibition, most hits filed as inhibitors; hit rate 0.14% among 360,000; AID 720709;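 also: potency is read from the fitted curve at half-maximal effect; plate controls were vehicle for no effect and positive control for full effect; nearly all actives have a fitted effect of over 50% in size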
WRN inhibitor: inhibitors of human WRN helicase. AID 651768. Potency, µM (titrated, usually from 114 µM), for inactives: at the highest dose activity change, negative = inhibition, most hits filed as inhibitors. hit rate 0.46% among 360,000. Q14191. WRN helicase unwinding, fluorescent forked duplex, kinetic; also: potency is read from the fitted curve at half-maximal effect; % is scaled to controls: 0 for no effect and ±100 for the full control effect; nearly all actives have a fitted effect of over 55% in size
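WRN at 20 nM final preincubated with compound 15 min at room temperature; reaction started with 100 nM fluorophore/quencher forked duplex oligonucleotide and 2 mM ATP final. Unwinding followed kinetically by red fluorescence (ex 525, em 598 nm).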
PI5P4Ka inh: PI5P4K alpha (human) kinase inhibition. AID 652105. PI5P4Kalpha enzyme, ADP-Glo luminescence, 60 min; hits give low values. P48426. max response, %. hit rate 1.2% among 330,000; active = max response of -50% or lower; inconclusive = between -30% and -50%; inactive = -30% or higher; also: value at the top dose of about 77 µM; % is scaled to controls: 0 for no effect and ±100 for the full control effect
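Controls without substrate or without enzyme flank wells where PI5P4Kalpha converts substrate using 5 microM ATP (final). Incubation lasts 60 minutes at room temperature; ADP formed is read by ADP-Glo luminescence.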
PLK1 PBD block: inhibitors of human PLK1 polo-box domain binding | Plk1 PBD binding of FITC phosphopeptide, fluorescence polarization | hit rate 2.8% among 360,000 | P53350 | Potency, µM, inactives show max response, negative = inhibition, most hits filed as inhibitors; also: potency is read from the fitted curve at half-maximal effect; series mostly up to about 57 µM; % is scaled to controls: 0 for no effect and ±100 for the full control effect; nearly all actives have a fitted effect of over 65% in size
MmCpn inh: blocks the Methanococcus maripaludis chaperonin Mm-Cpn | Potency, µM (highest dose often 76.9 µM), without a hit: at the highest dose activity, negative = inhibition, hits mostly inhibitors | hit rate 0.031% among 330,000 | AID 504842 | purified Mm-Cpn ATPase, ADP Transcreener TR-FRET; also: potency is read from the fitted curve at half-maximal effect; % is scaled to controls: 0 for no effect and ±100 for the full control effect; nearly all actives have a fitted effect of over 80% in size
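Quantitative HTS used 25 nM Mm-CPN and 10 uM ATP in magnesium/KCl Tris buffer, pH 7.4, with 1 mM DTT. Hydrolysis ran 30 min at 37°C; ADP was read by HTRF.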
Active calls of the source: *; ? = inconclusive; nt = no result given; & = joins results of further samples; [ ] = dose if it differs, or a comment. Unless noted, calls follow the shape of the dose curve; as a rule, active = well fitted curve in the direction sought with a large enough effect; inconclusive = small, poorly fitted or top-dose-only effect, or another doubt; inactive = no such curve, though single readings can be large; an effect the other way counts as inactive or inconclusive. The list is partial, so the mix of outcomes need not match the whole.

SMILES	CCT chaperon mod	EPAC2 antag	EPAC1 ag	EPAC1 antag	WRN inhibitor	PI5P4Ka inh	PLK1 PBD block	MmCpn inh
COc1ccc(N2C(=O)CN(Cc3ccc(OC)c(OC)c3)C2=S)cc1	-2.3	-15%	2%	-3%	-8%	-2	1%	0%
CC(=O)N1CCc2c(sc(NC(=O)C3CCCN3S(=O)(=O)c3cccs3)c2C#N)C1 (stereo not given)	-1.3	8%	-8%	-19%	-12%	-5	-3%	-6%
COc1ccccc1-n1c(C)c2c(OC)cccc(=O)c2c1C	-1.9	-5%	5%	9%	2%	0	-5%	0%
CCCCN(Cc1cc2cc(OC)ccc2[nH]c1=O)C(=O)c1ccco1	0.7	13%	4%	2%	-9%	-2	-18%	3%
O=C(COC(=O)CCC1CCCC1)Nc1ccc(Cl)cc1F	-0.8	0%	-19%	-26%	-6%	-1	-2%	2%
CC1=C(C(=O)N2CCOCC2)CC(CC(=O)NCCCCc2ccccc2)C(=O)N1CCCN1CCCC1=O (stereo not given)	0.9	1%	6%	7%	-4%	-6	3%	nt
CCCN1C(=O)/C(=C\C=C2\N(CC)c3ccccc3C2(C)C)SC1=S	-1.8	9%	10%	-9%	4.2µM*	1	?	-1%
COc1cc2[nH]c(=O)n(CCCC(=O)NCCc3ccccc3)c(=O)c2cc1OC	0.1	-2%	4%	-20%	-15%	-3	-2%	1%
C=CCN1C2CCCC1CC(NC(=S)Nc1cccc(OC)c1)C2 (stereo not given)	-0.3	-5%	3%	5%	-8%	4	-4%	-7%
CCN(C(=O)c1ccco1)c1nc(-c2ccc(OC)cc2)cs1	0.0	-9%	15%	-6%	-12%	28	-7%	-2%
CC(C)C[C@H](NC(=O)[C@H](Cc1ccccc1)n1c(=O)[nH]c2ccccc2c1=O)C(=O)N1CCC(C(=O)O)CC1	0.9	?	-7%	-21%	3%	0	-6%	2%
Cc1ccc(NC(=O)CSc2ccc(C(N)=O)cc2[N+](=O)[O-])cc1C	-1.9	4%	-4%	-13%	?	?	3µM*	-4%
CCOC(=O)C1(Cc2cccc(OC)c2)CCN(CC=C(C)C)CC1	-1.1	11%	6%	-2%	-5%	8	-6%	-1%
COc1cccc(NC(=O)Cn2c(=O)n(CCCC(=O)NCc3ccco3)c(=O)c3ccccc32)c1	-1.8	1%	9%	-19%	2%	-5	-7%	1%
COc1ccccc1N1CCN(C(=O)c2cc3cc(F)ccc3[nH]2)CC1	-1.5	-18%	9%	-1%	-1%	0	?	0%
CSc1cccc(NS(=O)(=O)c2ccc3c(c2)NC(=O)C(C)C(=O)N3)c1 (stereo not given)	-1.9	-7%	-3%	2%	-2%	-9	-14%	-1%
Cn1cc(C(F)(F)F)nc1-c1ccc(OCC(O)CNCCOc2ccc(O)c(C(N)=O)c2)cc1 (stereo not given)	-2.1	22%	-15%	-20%	-3%	4	-4%	1%
O=C(CSc1ncn[nH]1)N1c2ccccc2Sc2ccccc21	0.9	-4%	5%	-1%	-6%	-9	-10%	1%
Cc1ccc2c(c1)c1c3n2CCN=C3CCC1	-1.9	2%	6%	15%	4%	nt	-7%	-5%
Cc1ccccc1SCC(=O)Nc1cccc(C#N)c1	0.1	9%	3%	2%	-1%	1	-17%	0%
O=C(NC(=S)Nc1ccc(Cl)c(C(=O)O)c1)c1ccco1	-8.9	4%	-3%	20%	1%	-25	-29%	1%
CCOc1ccc(CN2CCCC(CO)(Cc3ccccc3F)C2)cc1 (stereo not given)	0.2	-3%	-2%	-17%	-7%	1	-1%	0%
Cc1ccccc1C(=O)N1CCC(C(=O)OCc2ccccn2)CC1	1.7	15%	1%	2%	-14%	9	-1%	0%
COC(=O)c1sc2ccccc2c1N	-1.9	-6%	6%	-6%	-7%	-15	27µM*	-5%
CCOc1ccc2[nH]c(=O)c(CN(Cc3ccco3)C(=O)c3ccc(Br)cc3)cc2c1	1.4	13%	-9%	2%	?	-5	-9%	0%

PLK1 PBD block, entries above that show a hit
| molecule | CCT chaperon mod | EPAC2 antag | EPAC1 antag | WRN inhibitor | PI5P4Ka inh | PLK1 PBD block | MmCpn inh |
| --- | --- | --- | --- | --- | --- | --- | --- |
| Cc1ccc(NC(=O)CSc2ccc(C(N)=O)cc2[N+](=O)[O-])cc1C | -1.9 | 4% | -13% | ? | ? | 3µM* | -4% |
| COC(=O)c1sc2ccccc2c1N | -1.9 | -6% | -6% | -7% | -15 | 27µM* | -5% |

(continued)
SMILES	CCT chaperon mod	EPAC2 antag	EPAC1 ag	EPAC1 antag	WRN inhibitor	PI5P4Ka inh	PLK1 PBD block	MmCpn inh
Cc1ccc(NC(=O)C2CCCN(S(=O)(=O)c3c(C)noc3/C=C/N(C)C)C2)cc1F (stereo not given)	-1.4	-3%	12%	4%	-10%	nt	1%	-2%
O=C(CSc1nnc(CNC(=O)c2ccccc2)o1)NCc1ccco1	-1.9	2%	-2%	10%	-6%	-7	-10%	1%
CSc1ccc(/C=C/C(=O)c2ccc(NC(C)=O)cc2)cc1	1.6	-49%	8%	-12%	?	1	-11%	-4%
COC(=O)[C@]1(Cc2ccccc2)N[C@H](CN(C)C(=O)Nc2ccc(Cl)cc2)[C@@H]2C(=O)N(Cc3ccccc3)C(=O)[C@@H]21	0.7	-6%	-13%	-12%	1%	1	-9%	3%
Cc1nn(-c2ccccc2)c2sc(-c3nnc(SCC(=O)O)o3)cc12	-0.2	-8%	-1%	-4%	-32%[57.1 µM]	nt	-18%	-11%
CCCn1c(N)c(N(C)C)c(=O)n(CC(=O)Nc2ccc(OC(F)(F)F)cc2)c1=O	-1.7	-2%	-3%	4%	7%	5	-1%	1%
COCC(C)NC(=O)Cc1ccc(F)cc1 (stereo not given)	-1.2	5%	-3%	-6%	-18%[57.1 µM]	0	-4%	-1%
COCC1CCN(C(=O)c2ccc3nc(Cc4cccc(Cl)c4)oc3c2)CC1	-2.2	-11%	-3%	-9%	6%	2	-4%	nt
CCOCC(=O)Nc1nc2ccc(OC)cc2s1	2.2	10%	5%	12%	-26%[57.1 µM]	2	-8%	4%
O=C(OC(C(=O)NCc1ccc2c(c1)OCO2)c1ccccc1F)c1ccco1 (stereo not given)	0.3	6%	9%	4%	0%	0	-6%	0%
C=CCSc1nnc(CCCCCN2C(=O)c3cccc4cccc(c34)C2=O)o1	1.5	-16%	14%	1%	-24%[57.1 µM]	5	-12%	1%
Cc1nnc(Oc2ccccc2F)c2ccccc12	-1.8	-1%	-11%	3%	-10%	nt	-1%	0%
Cc1nn(-c2nnc(C)c(=O)[nH]2)c(C)c1SCC(=O)Nc1ccc(C(C)C)cc1	0.5	-21%	-5%	1%	-10%	3	-23%	1%
CCOC(=O)c1[nH]c(C)c(C(=O)N2CCN(c3ccc(OC)cc3)CC2)c1C	-1.5	0%	-8%	-5%	-4%	-3	-7%	2%
CCc1[nH]nc2c1C(c1ccsc1)C(C#N)=C(N)O2 (stereo not given)	-0.9	10%	-7%	-8%	3%	?	?	3%
CSc1ccccc1NC(=O)CN(C)CC(=O)NCC(=O)Nc1ccc(F)cc1	1.4	5%	-47%[inhibitor]	-5%	-4%	-3	2%	-1%
Nc1ccn([C@@H]2O[C@H](C(=O)N[C@H]3c4ccccc4C[C@H]3O)[C@@H](O)[C@H]2O)c(=O)n1	0.2	11%	1%	7%	-6%	-1	-3%	nt
Cc1ccc(S(=O)(=O)N(CC(=O)N2CCOCC2)c2ccc(C(C)C)cc2)cc1	1.2	-1%	-3%	-10%	5%	-1	12%	-2%
COc1cnc(-c2ccccn2)nc1Oc1ccccc1Cl	-0.2	6%	2%	3%	-1%	-3	3%	1%
COc1ccc(OC)c(C(=O)COC(=O)CNC(=O)C2CCCCC2)c1	-4.6	-3%	17%	1%	8%	nt	-2%	0%
Cc1[nH]c(C)c(S(=O)(=O)NCCc2ccccc2)c1C(=O)N1CCCCC1	-1.4	-9%	9%	-5%	-8%	1	?	3%
O=C(NN1C(=O)C2C3CCC(O3)C2C1=O)c1ccco1 (stereo not given)	-6.1	0%	4%	15%	-1%	2	-10%	1%
COC(=O)C1=C(C)NC(=S)NC1c1ccc(-c2cccc(Cl)c2)o1 (stereo not given)	1.1	10%	-10%	12%	7%	1	-4%	-19%
O=C(CCCn1c(=O)c2sccc2n(CC(=O)OCc2ccccc2)c1=O)NCc1ccco1	0.2	5%	10%	6%	-8%	nt	-4%	-1%
CN1C2CCC1CC(OC(=O)c1c[nH]c3ccccc13)C2 (stereo not given)	-0.8&-2.2	4%&0%	-8%&-3%	3%&9%	3%&6%	18	-19%&-7%	0%&0%
CNc1ccc(/C=C/C(=O)c2ccc(C)cc2)cc1[N+](=O)[O-]	0.3	-5%	8%	?	88%[activator]	5	-3%	-7%
Cc1ccc(-c2nnc3n2CCCCC3)cc1	-0.9	9%	-3%	-7%	-10%[57.1 µM]	-9	-2%	nt
CC1=C(C(=O)N(C)C)CC(CC(=O)NCCCCc2ccccc2)C(=O)N1Cc1ccc(C(C)(C)C)cc1 (stereo not given)	-0.1	-20%	-16%	-14%	-5%	-4	-5%	nt
Cc1ccc(C)c2[nH]c(=O)c(CN(Cc3ccco3)C(=S)NCC3CCCO3)cc12 (stereo not given)	0.8	-4%	3%	-4%	6%	-9	-9%	-4%

Rewritten comma-delimited: 2 of the compounds above.
compound,CCT chaperon mod,EPAC2 antag,EPAC1 ag,EPAC1 antag,WRN inhibitor,PI5P4Ka inh,PLK1 PBD block,MmCpn inh
CCOc1ccc2[nH]c(=O)c(CN(Cc3ccco3)C(=O)c3ccc(Br)cc3)cc2c1,1.4,13%,-9%,2%,?,-5,-9%,0%
Cc1ccc(NC(=O)C2CCCN(S(=O)(=O)c3c(C)noc3/C=C/N(C)C)C2)cc1F (stereo not given),-1.4,-3%,12%,4%,-10%,nt,1%,-2%

Some of the entries above, reformatted:
Values run as follows: CCT chaperon mod	EPAC2 antag	EPAC1 ag	EPAC1 antag	WRN inhibitor	PI5P4Ka inh	PLK1 PBD block	MmCpn inh
COc1ccc(OC)c(C(=O)COC(=O)CNC(=O)C2CCCCC2)c1
→ -4.6	-3%	17%	1%	8%	nt	-2%	0%
CSc1ccc(/C=C/C(=O)c2ccc(NC(C)=O)cc2)cc1
→ 1.6	-49%	8%	-12%	?	1	-11%	-4%
CCOCC(=O)Nc1nc2ccc(OC)cc2s1
→ 2.2	10%	5%	12%	-26%[57.1 µM]	2	-8%	4%
